Screening data deposited in PubChem by Sanford-Burnham Center for Chemical Genomics.
DNMT1 block – inhibitors of human DNMT1 | P26358 | DNMT1 molecular beacon, Hinp1I cleavage, fluorescence | inhibition (reported as % activation of signal), % at 10 µM | 360,000 compounds, 0.83% hits | AID 588458; in the data active means inhibition above about 50%
SKN-1 inh – inhibitors of C. elegans SKN-1; C. elegans VP596 Pgst-4::GFP/RFP ratio, acrylamide-induced, 24 h; inhibition, % at 21.8 µM; 360,000 compounds, 0.49% hits;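 active means interference check ratio from 0.5 to 1.5 plus GFP to RFP signal ratio inhibition reaching or exceeding a fixed threshold, cut at about 30% in these data, passing the limit was not always enough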; further: some compounds called inactive have numbers as strong as hits
MT1-MMP act inh – inhibitors of human MT1-MMP activation; HT1080 RFP-PRO-GFP cells, GFP/RFP ratio fluorescence, overnight; percent of plate control window, DMSO zero; GFP/RFP ratio change, % at 20 µM; P50281; 360,000 compounds, 0.061% hits; AID 651647;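 active means GFP/RFP ratio change of at least 30% with cell ATP level not reduced by more than half and red fluorescence within 50% of control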; further: strong numbers were not always called active
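Test system: HT1080 cells expressing an RFP-PRO-GFP fluorescent reporter construct / Compound dosing: single-point 20 µM compound, 1% DMSO / Schedule: cells overnight before dosing, compound overnight, 37 °C, 5% CO2 / Evaluation: GFP/RFP fluorescence ratio / Control set: DMSO and RFP-L50D-GFP cell wells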
STEP block – STEP (human) phosphatase inhibition; P54829; recombinant STEP, OMFP fluorogenic substrate, fluorescence; inhibition, % at 20 µM; 360,000 compounds, 0.25% hits; AID 588621;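 active means inhibition at 20 µM, scaled per plate between control wells, above about 37%, limit read from the data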;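 further: 0% = DMSO with enzyme and substrate and 100% = substrate only without enzyme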
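System: STEP (striatal-enriched tyrosine phosphatase) enzyme, cell-free; medium: Bis-Tris pH 6.0 buffer with DTT, detergent; dosing: 20 µM, 1% DMSO; times: reaction 20 min, ambient temperature; detection: fluorescence, 480/540 nm; read-out basis: normalized % inhibition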
Rpn11 inh – blocks the human proteasome subunit Rpn11; 360,000 compounds, 0.59% hits; calls only at 20 µM; human 26S proteasome, Ub4-pepOG fluorescence polarization; 20S core pre-blocked with epoxomicin; AID 588493;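 active means inhibition at 20 µM, scaled to each plate's controls, above about 33%, limit read from the data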
NadD block – NadD (S. aureus) enzyme inhibition | purified NadD enzyme, colorimetric absorbance read-out | inhibition, % at 20 µM | 360,000 compounds, 0.78% hits | AID 602399; in the data active means inhibition above about 26%; further: some compounds past the cut are filed as inactive
LMPTP inh – blocks human LMPTP phosphatase | AID 651560 | inhibition, % at 20 µM | 360,000 compounds, 0.22% hits | recombinant LMPTP-A, OMFP fluorogenic substrate, fluorescence intensity | P24666;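 active means compounds that cut the enzyme signal by at least half of the control window in the single-dose screen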;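 further: plate controls were DMSO wells with enzyme plus substrate for no effect and substrate without enzyme for full effect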
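test system = LMPTP-A | amount = 0.625 nM LMPTP-A final | reagent = fluorogenic phosphatase substrate OMFP at 400 µM final | incubation = 50 min at room temperature | benchmarks = no-enzyme low control, uninhibited high control | medium = Bis-Tris pH 6.0, DTT, detergent | signal = fluorescence intensity of OMFP turnover product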
SUMO1 PPI mod – alters human SUMO1 binding to SIM partners; SUMO1 binding to a labelled peptide, TR-FRET, 1 h; 360,000 compounds, 0.33% hits; inhibition, % at 20 µM; AID 602429; P63165; in the data active means inhibition above about 37%
CendR NRP1 mod – alters CendR peptide binding to human NRP-1. FAM-RPARPAR peptide binding to NRP-1, fluorescence polarization. inhibition, % at 25 µM. 360,000 compounds, 0.85% hits. AID 602438;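 active means inhibition or corrected inhibition above about 18%, plus a signal ratio from 0.5 to 1.5, limit read from the data, passing the limit was not always enough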; further: strong numbers were not always called active
Target sequence (O14786 whole entry, looked up): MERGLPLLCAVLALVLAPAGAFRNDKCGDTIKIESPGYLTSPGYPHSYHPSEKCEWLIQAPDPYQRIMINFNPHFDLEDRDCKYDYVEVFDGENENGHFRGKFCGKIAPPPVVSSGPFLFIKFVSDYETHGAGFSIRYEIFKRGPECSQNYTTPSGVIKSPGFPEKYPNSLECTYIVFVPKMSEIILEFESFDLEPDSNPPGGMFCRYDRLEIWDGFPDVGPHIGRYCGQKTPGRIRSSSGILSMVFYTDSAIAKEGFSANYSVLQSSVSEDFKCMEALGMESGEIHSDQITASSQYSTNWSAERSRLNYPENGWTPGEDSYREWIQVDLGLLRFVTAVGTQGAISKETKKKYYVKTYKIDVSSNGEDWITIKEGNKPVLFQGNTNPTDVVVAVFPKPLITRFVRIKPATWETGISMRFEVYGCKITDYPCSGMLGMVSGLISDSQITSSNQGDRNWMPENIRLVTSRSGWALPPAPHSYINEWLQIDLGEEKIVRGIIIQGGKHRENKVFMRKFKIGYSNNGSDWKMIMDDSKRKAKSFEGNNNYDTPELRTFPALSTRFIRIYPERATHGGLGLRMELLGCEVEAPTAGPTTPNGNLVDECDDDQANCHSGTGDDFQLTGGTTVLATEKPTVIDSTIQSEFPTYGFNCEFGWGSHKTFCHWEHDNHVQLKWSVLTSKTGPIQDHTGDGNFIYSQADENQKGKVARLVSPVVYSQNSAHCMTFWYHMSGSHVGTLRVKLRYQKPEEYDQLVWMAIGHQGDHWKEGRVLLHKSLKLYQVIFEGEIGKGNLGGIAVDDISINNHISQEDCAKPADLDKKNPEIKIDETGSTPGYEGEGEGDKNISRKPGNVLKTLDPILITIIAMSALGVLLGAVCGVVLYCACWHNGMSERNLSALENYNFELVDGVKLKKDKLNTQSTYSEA
Scp-1 inhibitor – blocks human Scp-1 phosphatase activity; Recombinant Scp1, phosphopeptide, malachite green phosphate absorbance; AID 493091; 340,000 compounds, 0.88% hits; inhibition, % at 20 µM; Q9GZU7;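 active means inhibition above about 50% at 20 µM, limit read from the data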;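 further: plate controls were DMSO wells with enzyme for no effect and wells lacking enzyme for full effect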
Target sequence (Q9GZU7 76-261 limits assumed): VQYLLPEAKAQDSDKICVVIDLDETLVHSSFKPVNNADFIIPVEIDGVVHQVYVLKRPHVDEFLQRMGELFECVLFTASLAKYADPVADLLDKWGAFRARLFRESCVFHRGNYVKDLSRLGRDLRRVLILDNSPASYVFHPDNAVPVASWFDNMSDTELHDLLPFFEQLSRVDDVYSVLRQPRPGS
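Incubation: 45 min enzyme reaction at room temperature / System: truncated SCP-1 phosphatase (76-261aa) / Reagent: Phospho 17-mer peptide substrate / Buffer or medium: Acidic Tris acetate buffer with magnesium and detergent / Signal: absorbance at 630 nm / Doses: one concentration, 20 µM, with 1.0% DMSO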
* hit, by the source's call; i = inactive; . = not tested or not shown.

SMILES | DNMT1 block | SKN-1 inh | MT1-MMP act inh | STEP block | Rpn11 inh | NadD block | LMPTP inh | SUMO1 PPI mod | CendR NRP1 mod | Scp-1 inhibitor
COC(=O)c1ccc(-c2ncc[nH]2)cc1 | 9 | -10 | 4 | -1 | i | -3 | 2.6 | 1 | -2 | 6
COC(=O)C1CCCN1S(=O)(=O)c1ccc2ccccc2c1 (stereo not given) | 9 | -36 | 8 | 0 | i | -4 | -0.2 | 1 | 11 | 9
CCCn1ncc(/C=N/O)c1C | -2 | -6 | -9 | -2 | i | 3 | -2.2 | 0 | 1 | 15
Cc1cc(/C=N/NC(=O)c2ccncc2)c(C)n1-c1cccc(C(F)(F)F)c1 | -4 | -5 | 5 | 1 | i | 7 | -1.9 | -6 | 1 | -9
COCCNS(=O)(=O)c1ccc2c(c1)C(=NO)c1cc(S(=O)(=O)NCCOC)ccc1-2 | 1 | -2 | 2 | 1 | i | -1 | 1.7 | -33 | 5 | -1
c1nc(CCO[C@H]2CCCCO2)cc2cc3c(cc12)OCO3 | 6 | 17 | 1 | -3 | i | -3 | -0.8 | 3 | 6 | 30
CCOc1ccc(Cl)cc1-c1cc(C(=O)Nc2cc(OC)c(OC)c(OC)c2)[nH]n1 | -10 | 3 | 4 | 0 | i | -13 | 1.2 | 6 | -12 | .
COC(=O)COc1ccc(S(=O)(=O)NCc2ccco2)cc1Cl | -3 | -8 | 2 | 3 | i | -4 | -1.5 | -4 | 0 | -8
Cn1ccc2c(N3CCOCC3)cc3c(c21)C1CCC3O1 (stereo not given) | 0 | -2 | 4 | 0 | i | -6 | 0.2 | -8 | 18 | .
Cc1cc(=O)[nH]c(SCC(=O)/C=C2\N(C)c3ccccc3C2(C)C)n1 | 3 | 66 | 56 | -2 | i | -3 | 0.1 | -1 | -30 | -6
CCC(C)NC(=O)CSc1nc2c(sc(=S)n2-c2cc(Cl)ccc2OC)c(=O)[nH]1 (stereo not given) | -3 | -5 | 0 | 4 | i | -1 | -2.0 | 4 | 1 | -4
O=C(CSc1nnc(NC(=O)c2c(F)cccc2F)s1)NCc1ccco1 | 10 | 8 | -1 | -1 | i | -2 | -0.2 | 13 | -8 | -2
Cc1ccccc1NC(=O)c1c([N+](=O)[O-])c(C(C)(C)C)nn1C | 0 | 8 | 2 | 5 | i | 2 | -1.9 | 1 | 6 | -4
Cc1cnccc1CN(C)C(=O)CC1C(=O)NCCN1CC1CCCCC1 (stereo not given) | -6 | 10 | -2 | -3 | i | 0 | -0.7 | 1 | 12 | 1
COc1ccc(-c2c(NC(=O)C(C)C)n(C)c3ccccc3c2=O)cc1 | -1 | 20 | 1 | -4 | i | -4 | -0.7 | 0 | 0 | -2
CC1CCN(Cc2c(C(=O)N/N=C/c3ccc(OC(C)C)cc3)nnn2-c2nonc2N)CC1 | -9 | -4 | 0 | 2 | i | 12 | -1.3 | -9 | 6 | 0
O=C(Cc1c[nH]c2ccccc12)NCc1ccccc1F | -1 | 2 | 3 | -4 | i | -4 | -1.5 | 4 | -8 | -11
Cc1cc[n+](CC(=O)c2cc3ccccc3oc2=O)cc1 | 5 | -4 | -1 | 0 | i | -4 | -0.1 | -16 | -4 | -9
CC(C)=CCN1CCN(Cc2cn(C(C)C)c3ccccc23)CC1CCO (stereo not given) | -1 | 11 | -3 | -2 | i | -7 | -2.7 | 2 | 17 | -12
COc1cccc(-c2c(C(=O)N/N=C(\C)c3ccco3)nnn2-c2nonc2N)c1 | -4 | 9 | -9 | -1 | i | 0 | 0.8 | -11 | 2 | 0
Cc1ccc(N(CC(=O)NCCSCc2ccco2)S(C)(=O)=O)cc1 | 4 | 1 | 1 | 3 | i | 1 | 0.7 | -2 | -14 | -5
CN(C)CCCN1c2ccccc2CCc2ccc(Cl)cc21 | -3 | 7 | . | -3 | i | -2 | -1.1 | 2 | -10 | -6
C[C@H](CO)N1C[C@H](C)[C@@H](CN(C)Cc2ccc(Cl)c(Cl)c2)Oc2c(NC(=O)C3CC3)cccc2C1=O | -2 | 17 | 1 | 2 | i | -6 | 0.8 | 7 | -6 | -7
COc1ccc(S(=O)(=O)N2CCOCC2)cc1Br | 1 | -8 | 1 | 0 | i | -1 | 1.5 | 0 | 8 | -5
N#Cc1ccc(-c2nc3c4ccccc4ccn3c2Cc2ccccc2C(F)(F)F)cc1 | -44 | 42* | 3 | -3 | . | 12 | 3.0 | -3 | -28 | .
CCOc1cc(-c2nc(-c3ccccc3OC)no2)cc(OCC)c1OCC | 2 | 2 | -7 | 4 | i | -10 | 2.5 | -2 | 0 | -15
CCOc1ccc(OCCCC(=O)Nc2cc(Cl)ccc2-n2cncn2)cc1 | 3 | -14 | -1 | -1 | i | 0 | -1.1 | -5 | 3 | -5
CCN(CC)CCNC(=O)c1nn(-c2ccc(C)cc2)c(=O)c2c1c1ccccc1n2C | 7 | -10 | -9 | -2 | i | -5 | 1.0 | -6 | 4 | 4
O=C(COc1cccc(F)c1)Nc1nc(-c2ccncc2)cs1 | -2 | -2 | 3 | 5 | i | 22 | 27 | -4 | -12 | 0
O=C(CSc1nnc(NC(=O)c2ccc(F)cc2F)s1)NC1CCCC1 | -3 | 5 | 2 | 1 | i | 2 | 0.0 | 5 | 2 | -6

4 compounds drawn at random from the list so far, as already listed:
SMILES | DNMT1 block | SKN-1 inh | MT1-MMP act inh | STEP block | Rpn11 inh | NadD block | LMPTP inh | SUMO1 PPI mod | CendR NRP1 mod | Scp-1 inhibitor
Cc1cc(=O)[nH]c(SCC(=O)/C=C2\N(C)c3ccccc3C2(C)C)n1 | 3 | 66 | 56 | -2 | i | -3 | 0.1 | -1 | -30 | -6
CCOc1cc(-c2nc(-c3ccccc3OC)no2)cc(OCC)c1OCC | 2 | 2 | -7 | 4 | i | -10 | 2.5 | -2 | 0 | -15
CN(C)CCCN1c2ccccc2CCc2ccc(Cl)cc21 | -3 | 7 | . | -3 | i | -2 | -1.1 | 2 | -10 | -6
N#Cc1ccc(-c2nc3c4ccccc4ccn3c2Cc2ccccc2C(F)(F)F)cc1 | -44 | 42* | 3 | -3 | . | 12 | 3.0 | -3 | -28 | .

New compounds follow
SMILES | DNMT1 block | SKN-1 inh | MT1-MMP act inh | STEP block | Rpn11 inh | NadD block | LMPTP inh | SUMO1 PPI mod | CendR NRP1 mod | Scp-1 inhibitor
O=C(O)c1ccc(NS(=O)(=O)c2ccc(Cl)c(Cl)c2)cc1O | 1 | -1 | 6 | 8 | i | -8 | -0.8 | 4 | -5 | -7
Cc1cc(C)cc(NC(=O)COC(=O)Cc2ccccc2F)c1 | -1 | -1 | 1 | 0 | i | -7 | -1.0 | 2 | -3 | -6
NS(=O)(=O)c1ccc(-c2c(-c3ccccc3)sc3ccccc23)cc1 | 13 | 17 | -5 | -1 | i | -3 | 1.4 | 5 | 1 | -8
CC(=O)Nc1cccc(NC(=O)c2ccccc2OCc2ccccc2)c1 | -2 | 17 | -2 | 2 | i | -8 | 1.4 | 2 | 3 | -10
C=CCn1c(C)c(C(C)=O)c(N2CCN(C(c3ccccc3)c3ccccc3)CC2)nc1=S | 0 | 2 | -13 | 2 | i | 10 | 2.8 | 2 | -22 | -6
Cc1[nH][nH]c(=O)c1C(c1ccc(Br)cc1)c1c(C)[nH][nH]c1=O | -11 | -4 | 2 | 0 | i | -3 | -0.3 | 5 | -7 | 9
CCOC(=O)[C@@H]1CCN(Cc2ccccc2)C[C@H]1c1ccccc1 | 7 | -11 | 2 | 0 | i | -7 | -0.8 | 2 | 4 | -3
CN1CCC(=NNC(=O)CSc2ccc(Cl)cc2)CC1 | -3 | 2 | -3 | -1 | i | -1 | -1.6 | -1 | 8 | -5
Cc1nn(-c2ccccc2)c2c1P(=O)(O)/C(=C1\N(C)c3ccccc3C1(C)C)C=N2 | 4 | -7 | . | 0 | i | -2 | -1.2 | -4 | -15 | -7
c1ccc(C2Nc3ccccc3-c3nc4ccccc4n32)cc1 (stereo not given) | -8 | 2 | -2 | -2 | i | 0 | 0.9 | 2 | 3 | -3
CCOC(=O)c1sc(NC(=O)CSc2nncs2)c(C(=O)OCC)c1C | -9 | -13 | -4 | 1 | i | -3 | 0.0 | 3 | -1 | 52*
Cc1ccc(-c2cc(C(=O)N(C)CC(=O)Nc3ccccc3Br)c3ccccc3n2)o1 | -4 | -14 | -4 | 0 | i | 4 | -0.8 | -5 | 3 | -6
O=[N+]([O-])c1cc2ncccc2c2ncccc12 | -3 | -3 | -3 | -3 | i | 0 | -1.3 | -32 | -2 | .
CS(=O)(=O)c1ccc(NS(=O)(=O)c2ccc3ccccc3c2)cc1 | -1 | 11 | 7 | -3 | i | -10 | -0.4 | 8 | 1 | -8
C=CCNC(=S)NNC(=O)CSc1nc2ccccc2s1 | 1 | 1 | 3 | 2 | i | 4 | -2.3 | 2 | 9 | -8
COC(=O)CSc1cc(C(=O)c2nccn2C)c2ccccc2n1 | 1 | -3 | -4 | 0 | i | 2 | -1.5 | -6 | 10 | 3
O=S(=O)(/N=C(/Nc1ccc(Cl)c(S(=O)(=O)N2CCOCC2)c1)c1ccc(F)cc1)c1ccccc1 | -2 | 20 | -1 | -4 | i | -6 | 1.5 | 2 | -6 | -14
CCC(C)c1ccccc1NC(=O)CN1CCN(C/C=C/c2ccccc2)CC1 (stereo not given) | 1 | -13 | 0 | 0 | i | -2 | -0.4 | -1 | 2 | 1
O=C(NCCS(=O)(=O)NCc1cccs1)c1ccccc1 | 5 | -4 | -3 | 0 | i | -3 | -1.1 | -2 | -5 | .
Cc1ccc2nc3nc(NCC4CCCO4)c(C(=O)NC4CCCC4)cc3c(=O)n2c1 (stereo not given) | 8 | 2 | 0 | 2 | i | 7 | 0.7 | -17 | -3 | 5
CCN(CC)Cc1c(O)c(Cl)cc2c3c(c(=O)oc12)CCCC3 | -1 | -13 | -3 | 0 | i | 5 | 0.0 | 9 | -45 | 25
COCCn1c(SCC#N)nnc1-c1ccccc1 | 2 | -16 | 5 | -1 | i | -2 | 0.3 | -1 | 3 | -11
CCOC(=O)c1c(NC(=O)COC(=O)c2nc(Cl)ccc2Cl)sc2c1CCC2 | 3 | 0 | 3 | 2 | i | 0 | -1.5 | 3 | -13 | -10
CC1CCCCC1NC(=O)CCCn1c(=S)[nH]c2ccsc2c1=O (stereo not given) | 1 | 11 | 1 | -2 | i | 4 | 2.3 | 3 | 10 | -3
CCOC(=O)Cc1csc(NC(=O)c2cc(C)c(C)s2)n1 | 1 | -2 | -2 | -1 | i | 3 | 0.7 | -2 | 6 | -4
CC(C)(C)c1ccc(C2C(C(=O)c3ccco3)=C(O)C(=O)N2CC2CCCO2)cc1 (stereo not given) | 0 | 7 | -2 | 4 | i | 16 | 0.4 | 3 | 7 | -12
